CCHFV vOTU inh: blocks the CCHF virus ovarian tumor domain protease. CCHFV vOTU protease, Pep-AMC fluorescence. inhibition, % at 11.5 µM. 370,000 compounds, 0.55% hits. AID 651958; in the data active = inhibition above about 30%; note: 0% = vehicle wells with enzyme and 100% = no enzyme wells
TcdB inh: inhibitors of Clostridioides difficile toxin B glycohydrolase | TcdB glycohydrolase enzymatic assay, plate reader | AID 652162 | P18177 | 350,000 compounds, 0.24% hits | inhibition, % at 9.99 µM; in the data active = inhibition above about 10%
PrPC TRFRET: reduces human prion protein on the cell surface. inhibition, % at 13.8 µM. P04156. cell surface PrPC, TR-FRET read-out. AID 720596. 370,000 compounds, 0.43% hits; in the data active = inhibition above about 24%; note: 0% = median of the test wells and 100% = reference compound wells
Numbers without * were called inactive; & = joins results of further samples. The list is partial, so the mix of outcomes need not match the whole.

SMILES	CCHFV vOTU inh	TcdB inh	PrPC TRFRET
N#C[C@H](N)[C@H]1O[C@@H](n2ccc(=O)[nH]c2=O)[C@H](O)[C@@H]1O	8	-3.6	2
Cc1ccc(-c2ccc(CN3C(C(C)C)C(=O)N(Cc4cn(CCC5OCCO5)nn4)CCS3(=O)=O)cc2)c(C)c1 (stereo unspecified)	15	0.5	-3
CCOC(=O)C1=CCN(S(=O)(=O)c2ccccc2Cl)C1c1ccccc1 (stereo unspecified)	19	0.0	0
COc1ccc(C(C(=O)NCc2ccccc2)n2c(-c3ccccn3)nc3ccccc32)cc1 (stereo unspecified)	8	1.0	8
C[C@H]1[C@@H](c2ccccc2)Oc2ccc(Cl)cc2S(=O)(=O)N1Cc1cccc(F)c1	3	0.9	1
COc1ccccc1Cc1c(-c2ccc(C)cc2)nc2cc(C)c(Br)c(C)n12	12	0.5	-4
CC(C)[C@H](NC(=O)C1CCCC1)C(=O)N1CCC[C@H]1C(=O)NCc1ccccc1	3	2.4	3
C[C@@H]1CN([C@H](C)CO)S(=O)(=O)c2ccc(Br)cc2O[C@H]1CN(C)CC1CCOCC1	2	1.8&-0.7	-5
COC(=O)[C@@]12C[C@@H](CC(=O)NCCc3ccccc3OC)C(=O)N(Cc3ccccc3)C1=CCC(C)(C)C2	16	0.3	10
O=C(NC1CCCC1)C(c1ccco1)N1CCN(c2c(Cl)cncc2Cl)CC1 (stereo unspecified)	22	0.6	7
O=C1NC[C@H](CCCCN2C[C@H](Cc3ccccc3)N(CC3CCCCC3)C(=O)C2=O)N(CCc2ccc(O)cc2)C1=O	2	1.7	1
CN(C)CC(=O)N[C@@H]1CC[C@@H](CCNS(=O)(=O)c2ccccc2)O[C@@H]1CO	-6	0.8&0.7	-5
CCOC(=O)[C@@H](NC(=O)/C=C/[C@H]1O[C@@H](n2cc(C)c(=O)[nH]c2=O)C[C@@H]1O)C(C)C	21	-12	11
COC(=O)[C@@]12C[C@@H](CC(=O)NCCCCc3ccccc3)C(=O)N(Cc3ccccc3)C1=CCC(C)(C)C2	16	0.9	-3
CCOC1=C2CN(S(=O)(=O)c3ccccc3)[C@H](c3ccccc3)C[C@H]2n2c(=O)n(-c3ccccc3)c(=O)n2C1	1	-0.6	0
COC(=O)C1=C(C)N(Cc2cccc(C(F)(F)F)c2)C(=NCc2ccc(C(F)(F)F)cc2)NC1c1ccc(F)cc1 (stereo unspecified)	25	2.0	-3
CC(C)[C@@H]1Cc2[nH][nH]c(=O)c2[C@H](c2ccc(F)cc2)O1	6	-2.3	-2
Oc1ccc(C[C@H]2CNC(=S)N2C[C@H]2CCCN2C[C@H](Cc2ccccc2)N2C[C@H](Cc3ccccc3)N(CC3CCCCC3)C2=S)cc1	11	-0.6	-8
COc1cc(OC)cc(C(=O)NCC2CCN(C(=O)C(=O)c3cc4ccccc4o3)CC2)c1	15	0.2	-13
O=C(Cc1ccc(NC(=O)C2CCN(C(=O)CCc3ccccc3)CC2)cc1)Nc1cccc(C(=O)N2CCCC2)c1	3	1.2	0

Complete entries as entered above:
CCOC1=C2CN(S(=O)(=O)c3ccccc3)[C@H](c3ccccc3)C[C@H]2n2c(=O)n(-c3ccccc3)c(=O)n2C1 is listed with CCHFV vOTU inh = 1; TcdB inh = -0.6; PrPC TRFRET = 0
O=C1NC[C@H](CCCCN2C[C@H](Cc3ccccc3)N(CC3CCCCC3)C(=O)C2=O)N(CCc2ccc(O)cc2)C1=O is listed with CCHFV vOTU inh = 2; TcdB inh = 1.7; PrPC TRFRET = 1

An excerpt of these results, as a markdown table.
| SMILES | CCHFV vOTU inh | TcdB inh | PrPC TRFRET |
| --- | --- | --- | --- |
| CCOC1=C2CN(S(=O)(=O)c3ccccc3)[C@H](c3ccccc3)C[C@H]2n2c(=O)n(-c3ccccc3)c(=O)n2C1 | 1 | -0.6 | 0 |
| COC(=O)C1=C(C)N(Cc2cccc(C(F)(F)F)c2)C(=NCc2ccc(C(F)(F)F)cc2)NC1c1ccc(F)cc1 (stereo unspecified) | 25 | 2.0 | -3 |
| CC(C)[C@@H]1Cc2[nH][nH]c(=O)c2[C@H](c2ccc(F)cc2)O1 | 6 | -2.3 | -2 |
| Oc1ccc(C[C@H]2CNC(=S)N2C[C@H]2CCCN2C[C@H](Cc2ccccc2)N2C[C@H](Cc3ccccc3)N(CC3CCCCC3)C2=S)cc1 | 11 | -0.6 | -8 |
| COc1cc(OC)cc(C(=O)NCC2CCN(C(=O)C(=O)c3cc4ccccc4o3)CC2)c1 | 15 | 0.2 | -13 |

(continued)
SMILES	CCHFV vOTU inh	TcdB inh	PrPC TRFRET
CC1(c2nnnn2Cc2ccccc2)CCC(=O)N1c1ccc(N2CCOCC2)cc1 (stereo unspecified)	2	-0.8	-12
Cc1ccc2nc(-c3ccc(Cl)cc3)c(Cc3ccccc3C(F)(F)F)n2c1	14	0.8	-6
COC(=O)c1ccc2nc(-c3ccc(C)cc3)c(CC3CCCCC3)n2c1	4	1.0	1
COC(=O)c1ccc2nc(-c3ccccc3)c(Cc3ccccc3C(F)(F)F)n2c1	0	-2.7	1
CCOC(=O)C1=CCN(S(=O)(=O)c2ccc(F)cc2)C1c1ccc(Cl)cc1 (stereo unspecified)	6	1.1	1
Nc1ccn([C@@H]2O[C@H](C(=O)NCC(=O)N3CCOCC3)[C@@H](O)[C@H]2O)c(=O)n1	-8	2.2	2
CC1=C(C(=O)N(C(C)C)C(C)C)CC(CC(=O)NCc2ccco2)C(=O)N1Cc1ccccc1 (stereo unspecified)	6	0.1	0
O=C(N[C@@H](Cc1cccnc1)C(=O)N1CCC[C@H]1C(=O)NCc1ccccc1)c1ccc(Cl)cc1Cl	18	1.7	2
Cn1ccc2c(-c3cccc(C=O)c3)cc3c(c21)C1CCC3O1 (stereo unspecified)	9	2.4	-8
COC(=O)C[C@H]1C=C[C@@H](NC(=O)c2ccncc2)[C@@H](CO)O1	-2	0.7	2
COC(=O)C1=C(C)N(Cc2ccc(C(F)(F)F)cc2)C(=NCc2ccccc2)NC1c1cccc(Cl)c1 (stereo unspecified)	19	0.3	-6
O=C(Nc1ccc2c(c1)OCCO2)C1c2ccccc2OCC(=O)N1CCCN1CCOCC1 (stereo unspecified)	2	1.4	-1
O=C(/C=C/[C@H]1O[C@@H](n2ccc(=O)[nH]c2=O)[C@H](O)[C@@H]1O)NCCc1c[nH]c2ccccc12	-6	2.6	-5
Cc1cc(C)n2c(Nc3ccc4c(c3)OCCO4)c(-c3cc4ccccc4o3)nc2n1	3	0.6	8
CCC(=O)N[C@@H]1C[C@@H]2O[C@@H](CO)CC[C@@H]2O[C@@H]1CCc1ccc(-c2cccc(OC)c2)cc1	-3	-0.6	5
O=C(CC1CCCC1)N[C@@H](Cc1cccnc1)C(=O)N1CCC[C@H]1C(=O)NC1CCCC1	0	-1.0	-1
CCOC(=O)CN1CCCc2nc(-c3ccc(OC)cc3)ccc21	-20	0.8	1
COc1ccccc1N(C)c1cc2c(c3c1ccn3C)C1CCC2C1 (stereo unspecified)	8	1.4	-2
COC(=O)c1cccc(Nc2cc(C)n(-c3cccc(C(=O)OC)c3)c(=O)c2)c1	20	1.4	9
COc1ccc(C(C(=O)Nc2ccc(F)cc2)N2CCN(CC(=O)N3CCCC3)CC2)cc1 (stereo unspecified)	-8	-0.4	-11
O=C(CC[C@H]1O[C@@H](n2cnc3c(NC(=O)c4ccccc4)ncnc32)[C@H](O)[C@@H]1O)NCc1cccc2ccccc12	-7	0.4	-5
CC(C)C[C@H]1COc2cccc(N3CCN(Cc4ccccc4F)CC3)c2S(=O)(=O)N1	7	1.3	9
COc1cccc(CNC(=O)[C@@H]2CCCN2C(=O)[C@H]2CCCCN2C(=O)c2cccs2)c1	-2	0.8	1
Cc1ccc(OCCNC(=O)[C@H]2O[C@@H](n3ccc(=O)[nH]c3=O)[C@H](O)[C@@H]2O)cc1C	2	0.4	0
COC(=O)[C@]12C[C@H](CC(=O)NCc3ccc(OC)c(OC)c3)C(=O)N(Cc3ccccc3)C1=C[C@H](C(C)(C)C)O[C@@H]2C	13	2.0	1
CCOC(=O)[C@]12CCCC=C1N(Cc1ccc3c(c1)OCO3)C(=O)[C@H](CC(=O)NCC1CCCCC1)C2	15	0.3	9
CC1=C(C(=O)N(C(C)C)C(C)C)CC(CC(=O)NCCN2CCOCC2)C(=O)N1CCCN1CCCC1=O (stereo unspecified)	6	-0.5	-3
COC(=O)[C@@H](Cc1ccccc1)NC(=O)/C=C/[C@H]1O[C@@H](n2cnc3c(NC(=O)c4ccccc4)ncnc32)[C@H](O)[C@@H]1O	-8	1.7	-2
COC(=O)[C@]12C[C@H](CC(=O)N3CCCCC3)C(=O)N(Cc3ccc4c(c3)OCO4)C1=C[C@H](COCc1ccccc1)O[C@@H]2C	2	0.9	-5
O=c1[nH]c2ccccc2n1C1CCN(Cc2ccc(-c3[nH]c4cc5ncnc5cc4nc3-c3ccccc3)cc2)CC1	-8	3.7	-8
CC(C)NC(=O)N(C)C[C@@H]1OCCCC[C@@H](C)Oc2ccc(NC(=O)Nc3ccc(F)cc3)cc2C(=O)N([C@H](C)CO)C[C@@H]1C	32*	-0.7&2.1	11
CCCCCCC12Cc3cc(OC)c(OC)cc3C(O1)C1=C(O2)C(C)(C)CCC1=O (stereo unspecified)	-2	-0.5	-5
C[C@@H]1CCCCO[C@@H](CN(C)C(=O)Nc2ccccc2)[C@@H](C)CN([C@H](C)CO)C(=O)c2cc(NC(=O)NC3CCCCC3)ccc2O1	3	0.2&1.7	-2
O=C(N[C@H](C(=O)N1CCC[C@H]1C(=O)NC1CCCC1)C1CCCCC1)C1CCCC1	1	1.6	-1
C[C@H](NC(=O)[C@@H]1CCCN1C(=O)[C@@H]1CCCN1C(=O)c1cccs1)c1ccccc1	-1	0.0	3
C[C@@H]1COc2cc(N(C)CCO)ccc2S(=O)(=O)N1	3	-1.8	-4
C[C@H](CO)N1C[C@H](C)[C@@H](CN(C)C(=O)c2ccc(N3CCN(C)CC3)cc2)OCc2cnnn2CCCC1=O	-4	-0.3&0.5&2.6	4
COC(=O)c1cc2c(c3c4cc(OC)ccc4n(S(=O)(=O)c4ccc(C)cc4)c13)C(=O)N(Cc1ccccc1)C2	0	0.8	10
COCC(=O)N[C@H]1CC[C@@H](CC(=O)OC)O[C@@H]1CO	2	0.0	-3
Cc1ccccc1S(=O)(=O)NCC[C@@H]1CC[C@@H](NC(=O)C2CCCC2)[C@@H](CO)O1	-6	0.4&1.1	-4
Cc1ccc2nc(-c3ccc(CN4CCC(n5c(=O)[nH]c6ccccc65)CC4)cc3)c(-c3ccccc3)nc2c1	-1	-0.8	-2
CC(C)NC(=O)C1(C)CN(S(C)(=O)=O)CC(=O)N1C1CCCCCC1 (stereo unspecified)	4	1.0	2
Cc1cc(C)c(CN2CCN(C(=O)CC[C@H]3O[C@@H](n4cnc5c(NC(=O)c6ccccc6)ncnc54)[C@H](O)[C@@H]3O)CC2)c(C)c1	6	0.7	4
COC(=O)[C@@]12C[C@@H](CC(=O)N3CCN(C(=O)C4CC4)CC3)C(=O)N(Cc3cccc4ccccc34)C1=CCC(C)(C)C2	8	2.3	3
CN(Cc1ccc(Cl)cc1)C(CCc1ccccc1)C(=O)NC1CCCCC1 (stereo unspecified)	-2	-0.4	9
Clc1ccc(-c2nc3c4ccccc4ccn3c2Cc2ccsc2)cc1	7	0.0	2
O=S(=O)(c1ccccc1)N1CCCc2nc(-c3ccc(F)cc3)ccc21	-1	1.0	8
CC(C)(C)n1nnnc1C(c1cccs1)N1CCC2(CC1)C(=O)NCN2c1ccccc1 (stereo unspecified)	14	1.5	5
O=C1NCN(c2ccccc2)C12CCN(C(c1ccccc1OC(F)(F)F)c1nnnn1C1CCCC1)CC2 (stereo unspecified)	4	-5.6	-1
O=NN(CCCl)C(=O)NCC1=C[N+](=O)CC=C1	25	-11	3
Cc1ccc(S(=O)(=O)N2[C@H](CC(=O)OCc3ccccc3)OC[C@@H]2C)cc1	1	-1.0	4
